KB-V1 cytotox – KB-V1 MDR subline cytotoxicity | KB-V1 MDR cells viability, CellTiter-Glo, 72 h | Potency, µM (highest dose often 46.1 µM), for inactives: at the highest dose activity change, negative = cytotoxicity, most hits filed as cytotoxic | 3.4% of 400,000 active | AID 1347076; further: potency means the concentration at half of the fitted maximal effect; on the % scale 0 is the no-effect control and ±100 the full control effect; nearly all actives have a fitted effect of over 60% in size
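Potencies derive from concentration-effect curves fitted to normalized luminescence (CellTiter-Glo) of KB-V1 cells treated for 72 h at 37 degrees C in phenol-red-free DMEM containing 10% FBS.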
DRD3 agonist – D3 dopamine receptor (human) agonism; P35462; D3R DiscoveRx beta-arrestin cells, luminescence, 90 min; max activation, %; 0.58% of 410,000 active; in the data active means max activation above about 30%; further: 0% is about no effect; mostly tested at two doses, the higher about 12 µM
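Cells at 1500/well, incubated overnight, then treated with pinned compounds (dopamine as control) for 90 min at 37 degrees C. DiscoveRx reagent added for 30 - 60 minutes at room temperature; luminescence read.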
aSyn yeast inh – rescues yeast growth from alpha-synuclein toxicity; Yeast expressing alpha-synuclein, growth rescue, BacTiter-Glo, 24 h; 0.14% of 370,000 active; Potency, µM (top dose mostly 46.1 µM), inactives show top-dose growth rescue (activation), actives largely listed as activators; further: potency means the concentration at half of the fitted maximal effect; % of control where 0% means no effect; nearly all actives have a fitted effect of over 65% in size
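Readout is rescue of growth in alpha-synuclein-expressing yeast, so inhibitors of toxicity appear as activators. Growth after 24 hr at 30 deg C in galactose medium is quantified by luminescence.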
PTHR1 agonist – activates the human parathyroid hormone receptor PTHR1 | Q03431 | AID 743266 | HEK293 GP2 PTHR1 cells, GloSensor cAMP luminescence, 1 h | Potency, µM (doses to about 115 µM), for the others: at the top dose activation, usual class: activators | 0.075% of 410,000 active; further: potency means the concentration at half of the fitted maximal effect; nearly all actives have a fitted effect of over 55% in size; some results filed as inactive show a strong effect at the top dose; inactives centre near -15; many of its hits are not listed in these tables
Target sequence (Q03431 whole entry, looked up): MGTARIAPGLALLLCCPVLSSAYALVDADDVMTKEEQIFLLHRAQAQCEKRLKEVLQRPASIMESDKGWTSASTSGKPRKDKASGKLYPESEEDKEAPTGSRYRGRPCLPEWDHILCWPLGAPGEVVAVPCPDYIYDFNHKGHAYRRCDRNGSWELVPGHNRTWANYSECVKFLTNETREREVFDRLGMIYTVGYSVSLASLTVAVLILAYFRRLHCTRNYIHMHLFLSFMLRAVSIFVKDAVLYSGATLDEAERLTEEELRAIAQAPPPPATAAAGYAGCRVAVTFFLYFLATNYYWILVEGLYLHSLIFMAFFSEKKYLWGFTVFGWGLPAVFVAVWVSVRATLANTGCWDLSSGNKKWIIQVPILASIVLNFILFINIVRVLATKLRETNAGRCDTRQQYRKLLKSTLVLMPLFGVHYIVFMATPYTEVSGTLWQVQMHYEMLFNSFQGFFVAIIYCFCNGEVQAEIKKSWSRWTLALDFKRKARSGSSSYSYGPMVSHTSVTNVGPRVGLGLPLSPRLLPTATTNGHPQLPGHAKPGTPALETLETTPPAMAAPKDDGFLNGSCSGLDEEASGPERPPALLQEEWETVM
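HEK-293-derived GP2 cells expressing PTHR1 and a GloSensor cAMP reporter, 3,000/well, plated overnight, given luciferin plus IBMX (each 0.5 mM as added) for 1 h at 37 °C, then compound for 1 h at 37 °C. Luminescence was read after 15 min at room temperature.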
GLP-1R inv ag – GLP-1 receptor (human) inverse agonism; P43220; HEK293 GLP-1R CRE-luciferase, luminescence, 24 h; GLP-1R form is constitutively active; Potency, µM (doses to about 38.3 µM), for the others: at the highest dose activity change, negative = inhibition, hits mostly inhibitors; 1.6% of 410,000 active; AID 624417; further: potency means the concentration at half of the fitted maximal effect; on the % scale 0 is the no-effect control and ±100 the full control effect; nearly all actives have a fitted effect of over 55% in size
Target sequence (P43220 whole entry, looked up): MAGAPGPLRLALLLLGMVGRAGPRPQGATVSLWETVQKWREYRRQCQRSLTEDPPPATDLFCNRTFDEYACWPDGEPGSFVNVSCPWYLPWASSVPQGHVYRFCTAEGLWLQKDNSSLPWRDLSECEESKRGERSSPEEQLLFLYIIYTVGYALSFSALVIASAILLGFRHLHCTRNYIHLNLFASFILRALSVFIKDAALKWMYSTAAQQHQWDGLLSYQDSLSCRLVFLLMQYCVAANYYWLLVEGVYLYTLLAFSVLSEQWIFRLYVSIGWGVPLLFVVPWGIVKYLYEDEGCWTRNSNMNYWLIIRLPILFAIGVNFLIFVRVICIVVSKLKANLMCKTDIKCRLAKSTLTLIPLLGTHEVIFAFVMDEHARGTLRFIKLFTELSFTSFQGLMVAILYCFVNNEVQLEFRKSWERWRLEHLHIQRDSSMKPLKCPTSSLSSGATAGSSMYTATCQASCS
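HEK293 cells stably co-expressing constitutively active GLP-1R and a cAMP-responsive luciferase reporter were seeded in DMEM with 10% Nu serum, given compounds after 12 h, and incubated 24 h at 37 deg C. Luminescence was then read.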
TDP-43 yeast inh – TDP-43 toxicity inhibition in yeast; TDP-43 expressing yeast growth rescue, BacTiter-Glo, 24 h; Potency, µM (top dose mostly 46.1 µM), for the others: at the top dose growth rescue (activation), usual class: activators; 1.8% of 410,000 active; further: potency means the concentration at half of the fitted maximal effect; % of control where 0% means no effect; nearly all actives have a fitted effect of over 50% in size
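Yeast cells expressing TDP-43 under galactose induction are exposed to compounds for 24 hr at 30 deg C. BacTiter-Glo luminescence measures growth, so protective compounds score as activators.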
GLP-1R agonist – activates the human GLP-1 receptor | HEK293 GLP-1R CRE-luciferase, luminescence, 4-6 h; cells express a hypersensitive GLP-1R form | Potency, µM (series often up to 45.6 µM), without a hit: at the top dose activation, actives largely listed as activators | 0.007% of 380,000 active; further: potency means the concentration at half of the fitted maximal effect; % of control where 0% means no effect
DRD3 antagonist – antagonists of human D3 dopamine receptor | AID 652054 | P35462 | max response, negative = inhibition, % | D3R cells, DiscoveRx beta-arrestin luminescence, antagonist mode; active compounds read low | 2.5% of 360,000 active; in the data active means max response below about -50%; inconclusive means no clear call, values can overlap the other calls; further: on the % scale 0 is the no-effect control and ±100 the full control effect; mostly tested at two doses, the higher about 12 µM
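Cells expressing the human receptor were seeded at 1500 cells/well, incubated overnight at 37 degrees C in 5% CO2, then exposed to library compounds with dopamine controls for 90 minutes at 37 degrees C before luminescent detection.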
HEK293 tox – cytotoxic in the GLP-1 receptor inverse agonist counter-screen | HEK293 cAMP-luciferase reporter cells, luminescence, 24 h | 0.13% of 410,000 active | Potency, µM (series often up to 38.3 µM), for the others: at the top dose activity change, negative = inhibition, actives largely listed as inhibitors;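 further: loss of luciferase light is scored as toxicity; potency means the concentration at half of the fitted maximal effect; on the % scale 0 is the no-effect control and ±100 the full control effect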
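To flag toxic compounds, the library was rerun on cells for 24 hr at 37 deg C and 5% CO2. Viability-linked luminescence was captured 12 min after adding luciferase detection reagent.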
Starred values were filed as active, the others as inactive; i = inactive; ? = inconclusive; . = no result given; & = joins results of further samples; ! = repeats disagree; [ ] = remark or other dose. Unless noted, the call rests on the fitted dose curve; in most records, active means well fitted curve in the direction sought with a large enough effect; inconclusive means small, poorly fitted or top-dose-only effect, or another doubt; inactive means no such curve, though single readings can be large; an effect the other way counts as inactive or inconclusive.

(1) COc1ccc(C(C(=O)Nc2ccc(C(C)C)cc2)N(Cc2ccco2)C(=O)CC2NC(=O)NC2=O)cc1 (stereo not given)
(2) COc1ccc(CC(N)c2csc(NC(=O)C(c3ccccc3)c3ccccc3)n2)cc1 (stereo not given)
(3) CCc1nc2ccc(C(=O)NCCOc3ccc(OC)cc3)cn2c1N(C)Cc1ccc(N(C)C)cc1
(4) COC(=O)c1ccc(C(=O)OC)c(NC(=O)CSc2ccccn2)c1
(5) CCOC(=O)/C(N=Nc1sc(C(=O)OC)c(C)c1C(=O)OCC)=C(\O)CCl
(6) CNC(=O)c1c(NC(=O)C2=COCCO2)sc(C)c1C
(7) CCCCCCCNC(=O)C1(CC2CC(c3ccc(Cl)cc3)=NO2)CCNCC1 (stereo not given)
(8) O=C(Cn1cnc2ccc(Br)cc2c1=O)c1cccs1
Assay by compound	1	2	3	4	5	6	7	8
DRD3 agonist	0	-3	-3	-14	-4	-7	-5	-5
aSyn yeast inh	9%	-27%	-11%	13%	11%	-4%	-33%[inhibitor]	16%
PTHR1 agonist	i	?	-21%	i	-2%	i	-63%[inhibitor]	i
GLP-1R inv ag	?	?	?	0%	16%	1%	?	-36%
KB-V1 cytotox	1%	21µM*	-1%	-8%	?	-23%	-7%	-2%
TDP-43 yeast inh	-6%	10%	-1%	-19%	?	16%	?	-27%
HEK293 tox	8%	?	-10%	5%	-11%	-5%	-15%	-13%
DRD3 antagonist	3	-2	-16	27	-2	20	3	-3
GLP-1R agonist	13%	-1%	1%	14%	0%	24%	25%	5%

(9) COCCCNC(=O)C1=CCN(S(=O)(=O)c2ccc(OC)cc2)CC1
(10) C/C(=N\NC(=O)Cn1cc([N+](=O)[O-])cn1)c1ccco1
(11) COC(=O)c1ccccc1OCC(=O)N1CCN(c2ccc(OC)cc2)CC1
(12) Cc1nc(SCc2ccc(O)c([N+](=O)[O-])c2)c([N+](=O)[O-])[nH]1
(13) Clc1ncn(C23CC4CC(CC(C4)C2)C3)n1
(14) COc1ccc(NS(=O)(=O)c2cccc(C(=O)N/N=C/c3cn(-c4ccccc4)nc3-c3ccc(OC)cc3)c2)cc1
(15) Cc1oc2ncn(CC(C)C)c(=O)c2c1C(=O)NCCc1ccccc1
(16) O=C(N/N=C/c1ccccc1)NC1CCCCC1
Assay by compound	9	10	11	12	13	14	15	16
DRD3 agonist	1	1	-1	-4	1	-5	-8	6
aSyn yeast inh	-8%	1%	9%	-2%	3%	0%	.	3%
PTHR1 agonist	i	-9%	-1%	23%	i	-21%	i	-23%
GLP-1R inv ag	3%	-5%	8%	16%	0%	33%[activator]	?	?
KB-V1 cytotox	11%	0%	-9%	?	0%	4%	0%	16µM*
TDP-43 yeast inh	2%	8%	0%	10%	?	-2%	?	21%
HEK293 tox	6%	3%	7%	-22%	3%	15%	-13%	75%[activator]
DRD3 antagonist	-8	-7	-15	-13	0	0	.	17
GLP-1R agonist	0%	4%	2%	0%	4%	2%	.	24%

(17) CCN(CC)c1ccc(-n2nc3cc(C)c(NC(=O)c4ccccc4F)cc3n2)cc1
(18) CC(C)c1nc(N2CCN(C(=O)c3ccco3)CC2)c(C#N)c2c1COC(C)(C)C2
(19) COc1ccc(CNCC(O)(c2ccc(F)cc2)c2ccc(F)cc2)cc1
(20) CC(=O)Nc1ccc2c(c1)OCO2
(21) COCCNC(=O)c1ccc(C)c(S(=O)(=O)Nc2ccc(C)cc2)c1
(22) O=C(CCC1N=C2c3ccccc3N=C(SCC(=O)Nc3ccc(F)cc3)N2C1=O)NCc1cccs1 (stereo not given)
(23) O=C(CSc1nnc2ccccn12)NCc1ccco1
(24) COc1cc(OC)c(NC2=NCCCCC2)cc1Cl
Assay by compound	17	18	19	20	21	22	23	24
DRD3 agonist	-9	12	4	3	4	6	-3	-7
aSyn yeast inh	.	3%	1%	3%	-2%	.	-6%	0%
PTHR1 agonist	-22%	-26%	-6%	-1%	-7%[57.5 µM]	i	i	i
GLP-1R inv ag	5%	?	?	3%	3%	-14%	6%	-14%
KB-V1 cytotox	?	18µM*	10%	28%	-1%	?	25%	0%
TDP-43 yeast inh	-8%	?	-14%	-31%[inhibitor]	-23%	35µM*	-8%	-6%
HEK293 tox	0%	-15%	-6%	1%	-15%	53%[activator]	9%	-3%
DRD3 antagonist	.	46	-15	3	17	.	-19	4
GLP-1R agonist	.	18%	8%	10%	2%	.	-2%	-8%

(25) CCC(Cc1ccccc1)n1c(=S)[nH]c2ccccc2c1=O (stereo not given)
(26) COc1ccccc1N1CCN(C(=O)c2cc3c(s2)-c2ccccc2OC3)CC1
(27) Cc1[nH]c2ccccc2c1SCc1ccccc1
(28) O=C(CCl)N(Cc1cc(=O)[nH]c2ccccc12)c1ccccc1
(29) CCCN1CCN(CCCNC(=O)c2ccc(CS(=O)c3ccccc3C)o2)CC1 (stereo not given)
(30) COc1ccc(C(=O)NCCCN2CCOCC2)cc1OC
(31) C/C(CC(=O)Nc1ccc2c(c1)OCCO2)=N\NC(=O)COc1ccc(C)cc1Br
(32) COc1ccc(CNC(=O)CN2C(=O)C(c3ccccc3)Oc3cccnc32)cc1 (stereo not given)
Assay by compound	25	26	27	28	29	30	31	32
DRD3 agonist	2	2&-4	-3	-2	-5	3	3	3
aSyn yeast inh	0%	3%	10%	0%	-1%	-2%	4%	6%
PTHR1 agonist	-10%	-6%&-16%	-7%	-39%[inhibitor]	47%	i	i	i
GLP-1R inv ag	?	?	?	2.8µM*	22%	30%	?	-46%
KB-V1 cytotox	?	1%&0%	2%	-16%	?	4%	15%	-12%
TDP-43 yeast inh	27%	11µM*!	-54%[inhibitor]	-15%	-13%	2%	-8%	-7%
HEK293 tox	0%	-18%&-26%	2%	?	0%	-10%	-2%	118%[activator]
DRD3 antagonist	-16	39	-16	-1	-4	14	17	4
GLP-1R agonist	18%	2%	3%	-8%	-1%	-10%	11%	0%

(33) COc1ccc(N2CCN(c3nc(NC(C)(C)C)nc(N4CCCCC4)n3)CC2)cc1
(34) C=C(C)CNC(=S)N/N=C/c1c(F)cccc1F
(35) COc1ccccc1-c1nc(SCc2ccccn2)n[nH]1
(36) COC(=O)C1CN(C(=O)C(C)Oc2ccccc2F)c2ccccc2O1 (stereo not given)
(37) CCN(CC(=O)NCc1cccs1)S(=O)(=O)c1cccc(Br)c1
(38) Cc1ccc(NC(=O)CCNC(=O)c2ccco2)cc1F
(39) O=C(NC1=NCCS1)c1cccc(N2C(=O)c3ccccc3C2=O)c1
(40) O=C(NCC1CC1)C1Cc2c(-c3cccc(F)c3)ccnc2O1 (stereo not given)
Assay by compound	33	34	35	36	37	38	39	40
DRD3 agonist	5	-3	-2	4	8	-8	-9	6
aSyn yeast inh	-19%	-6%	0%	3%	9%	0%	-1%	5%
PTHR1 agonist	-8%	i	i	-11%	i	-9%	-24%	-8%
GLP-1R inv ag	?	?	7%	-20%	?	2%[0.307 µM]	8%	0%
KB-V1 cytotox	-1%	21%	-13%	?	-3%	0%	?	4%
TDP-43 yeast inh	8%	11%[9.22 µM]	-9%	5%	20%	1%	19%	44%
HEK293 tox	-18%	?	18%	-21%	1%	10%[0.307 µM]	20%	-2%
DRD3 antagonist	-14	8	-21	-9	-7	-10	11	-3
GLP-1R agonist	-12%	24%	26%	0%	-3%	3%	6%	21%

From entry 30 up to 38, as listed above:
(30) COc1ccc(C(=O)NCCCN2CCOCC2)cc1OC
(31) C/C(CC(=O)Nc1ccc2c(c1)OCCO2)=N\NC(=O)COc1ccc(C)cc1Br
(32) COc1ccc(CNC(=O)CN2C(=O)C(c3ccccc3)Oc3cccnc32)cc1 (stereo not given)
(33) COc1ccc(N2CCN(c3nc(NC(C)(C)C)nc(N4CCCCC4)n3)CC2)cc1
(34) C=C(C)CNC(=S)N/N=C/c1c(F)cccc1F
(35) COc1ccccc1-c1nc(SCc2ccccn2)n[nH]1
(36) COC(=O)C1CN(C(=O)C(C)Oc2ccccc2F)c2ccccc2O1 (stereo not given)
(37) CCN(CC(=O)NCc1cccs1)S(=O)(=O)c1cccc(Br)c1
(38) Cc1ccc(NC(=O)CCNC(=O)c2ccco2)cc1F
Assay by compound	30	31	32	33	34	35	36	37	38
DRD3 agonist	3	3	3	5	-3	-2	4	8	-8
aSyn yeast inh	-2%	4%	6%	-19%	-6%	0%	3%	9%	0%
PTHR1 agonist	i	i	i	-8%	i	i	-11%	i	-9%
GLP-1R inv ag	30%	?	-46%	?	?	7%	-20%	?	2%[0.307 µM]
KB-V1 cytotox	4%	15%	-12%	-1%	21%	-13%	?	-3%	0%
TDP-43 yeast inh	2%	-8%	-7%	8%	11%[9.22 µM]	-9%	5%	20%	1%
HEK293 tox	-10%	-2%	118%[activator]	-18%	?	18%	-21%	1%	10%[0.307 µM]
DRD3 antagonist	14	17	4	-14	8	-21	-9	-7	-10
GLP-1R agonist	-10%	11%	0%	-12%	24%	26%	0%	-3%	3%

The results go on:
(41) Cc1noc(NS(=O)(=O)c2ccc(NC(=O)c3cnc4n(c3=O)CCS4)cc2)c1C
(42) CC(C)OC(=O)NS(=O)(=O)c1cccc([N+](=O)[O-])c1
(43) CCCSc1nnc(N2C(=O)CC(c3ccsc3)C3=C2CCCC3=O)s1 (stereo not given)
(44) Cc1ccc(F)c(NC(=O)c2ccc(Cn3cc(Cl)cn3)cc2)c1
Assay by compound	41	42	43	44
DRD3 agonist	-12	2	3	4
aSyn yeast inh	0%	3%	8%	5%
PTHR1 agonist	i	i	i	-16%
GLP-1R inv ag	3%	12%	-2%	?
KB-V1 cytotox	21%	0%	-29%	-6%
TDP-43 yeast inh	-17%	9%	11%	13%
HEK293 tox	1%	7%	0%	-17%
DRD3 antagonist	5	-1	5	-16
GLP-1R agonist	-8%	-2%	27%	6%

The list is partial, so the mix of outcomes need not match the whole.
